LANA DNA inh: KSHV C-LANA DNA binding inhibition. 0.078% of 340,000 active. inhibition, % at 9 µM. MBP-C-LANA/FAM-LBS DNA binding, fluorescence polarization;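 active = highest replicate inhibition at or above 60% at 9 µM, even if other replicates fall short; inactive = all replicates below 60% inhibition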;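 also: 0% = neutral control wells and 100% = 4 µM acridine orange control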
NSD2 HMT inh: blocks human histone methyltransferase NSD2 | inhibition, % at 12.5 µM | NSD2 peptide methylation, AlphaScreen, 120 min | AID 743445 | 0.54% of 310,000 active | O96028; in the data active = inhibition above about 50%
DAGLB inh: diacylglycerol lipase beta (human) inhibition; AID 504411; HEK293T DAGLB membrane lysate, EnzChek fluorogenic substrate; inhibition, % at 5.17 µM; 0.059% of 340,000 active; Q8NCG7; in the data active = inhibition above about 34%;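 also: 0% = enzyme with vehicle and 100% = wells lacking enzyme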
PKA-R2B act: PKA-R2B complex activation. P22694+P31323. PKA-R2B holoenzyme dissociation, Cy5-IP20 fluorescence polarization; R2B truncated from residue 108, S112A mutant; 0% DMSO only, 100% 113 µM cGMP. activation, % at 11.4 µM. 0.079% of 340,000 active;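 active = activation above a cutoff set at the mean over all compounds plus 3 SD, cut at about 18% in these data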;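 also: higher means more holoenzyme dissociation and a rise in polarization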
Keap1 Nrf2 FP: inhibitors of human Keap1-Nrf2 protein-protein interaction; Q14145; Keap1 Kelch-Nrf2 peptide fluorescence polarization, 1536-well; inhibition, % at 9.4 µM; 0.15% of 340,000 active; AID 504523; in the data active = inhibition above about 12%; inconclusive = no clear call, values can overlap the other calls; inactive = below about 7.3%;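 also: human Keap1 Kelch domain with fluorescein labeled Nrf2 9mer peptide probe; 0% = neutral control wells and 100% = peptide positive control; higher means more block of Keap1 binding to Nrf2 peptide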
Target sequence (Q14145 whole entry, looked up, the tested form may be a part): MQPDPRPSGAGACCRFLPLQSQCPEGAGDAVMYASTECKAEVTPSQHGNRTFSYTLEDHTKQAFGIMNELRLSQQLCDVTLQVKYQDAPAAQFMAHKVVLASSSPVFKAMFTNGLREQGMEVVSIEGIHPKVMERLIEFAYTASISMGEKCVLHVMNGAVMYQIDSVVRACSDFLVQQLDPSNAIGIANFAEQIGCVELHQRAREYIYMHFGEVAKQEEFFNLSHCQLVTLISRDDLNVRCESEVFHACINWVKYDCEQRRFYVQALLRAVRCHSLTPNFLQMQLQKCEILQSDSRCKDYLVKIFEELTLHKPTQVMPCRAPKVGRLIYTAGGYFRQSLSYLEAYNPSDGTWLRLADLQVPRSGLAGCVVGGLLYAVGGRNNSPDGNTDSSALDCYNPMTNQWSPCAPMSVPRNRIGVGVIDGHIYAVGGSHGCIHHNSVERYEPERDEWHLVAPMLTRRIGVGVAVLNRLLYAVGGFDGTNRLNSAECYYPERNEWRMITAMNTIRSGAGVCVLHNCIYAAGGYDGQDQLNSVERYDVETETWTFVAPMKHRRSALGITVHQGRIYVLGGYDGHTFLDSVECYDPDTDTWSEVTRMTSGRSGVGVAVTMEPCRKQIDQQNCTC
SR-BI uptake up: activators of SR-BI mediated HDL lipid uptake; activation, % at 12.5 µM; 0.096% of 320,000 active; AID 504775; CHO ldlA[mSR-BI] cells, DiI-HDL uptake fluorescence, 3 h; 100 = double the neutral-control signal;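 active = mean replicate activation of at least 60% and every replicate at or above 60%; inconclusive = mean or all-replicate condition met, but not both; inactive = mean below 60% and not all replicates reaching 60%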;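 also: 0% = median plate neutral-control signal and 100% = twice that signal; values of inactives mirror those of a sister screen read the other way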
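Material: SR-BI-overexpressing, LDLR-lacking CHO cells | Dosing: Single compound concentration, delivered by pin transfer | Probe or stimulus: Labelled HDL, 10 µg/mL | Signal: Bottom-read cell fluorescence after medium removal, ex 550/em 595 nm | Schedule: 3 h, 37 °C | Evaluation: HDL uptake via cellular fluorescence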
PvdQ acylase: blocks Pseudomonas aeruginosa PvdQ acylase activity; purified PvdQ acylase, fluorescence plate reader; inhibition, % at 10 µM; 0.063% of 340,000 active; AID 488965; in the data active = inhibition above about 30%, passing the limit was not always enough; inconclusive = no clear call, values can overlap the other calls;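 also: 0% = vehicle neutral wells and 100% = reference inhibitor wells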
SR-BI DiI inh: mouse SR-BI HDL lipid transfer inhibition | Q61009 | ldlA[mSR-BI] CHO cells, DiI-HDL uptake fluorescence, 3 h | inhibition, % at 12.5 µM | 0.96% of 320,000 active;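 active = mean replicate inhibition of at least 70% and a set share of replicates each scoring 70 or more; inconclusive = meets just one of the two criteria; inactive = fails both criteria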;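 also: 0% = median of neutral control wells and 100% = median of positive control wells; values of inactives mirror those of a sister screen read the other way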
Target sequence (Q61009 whole entry, looked up): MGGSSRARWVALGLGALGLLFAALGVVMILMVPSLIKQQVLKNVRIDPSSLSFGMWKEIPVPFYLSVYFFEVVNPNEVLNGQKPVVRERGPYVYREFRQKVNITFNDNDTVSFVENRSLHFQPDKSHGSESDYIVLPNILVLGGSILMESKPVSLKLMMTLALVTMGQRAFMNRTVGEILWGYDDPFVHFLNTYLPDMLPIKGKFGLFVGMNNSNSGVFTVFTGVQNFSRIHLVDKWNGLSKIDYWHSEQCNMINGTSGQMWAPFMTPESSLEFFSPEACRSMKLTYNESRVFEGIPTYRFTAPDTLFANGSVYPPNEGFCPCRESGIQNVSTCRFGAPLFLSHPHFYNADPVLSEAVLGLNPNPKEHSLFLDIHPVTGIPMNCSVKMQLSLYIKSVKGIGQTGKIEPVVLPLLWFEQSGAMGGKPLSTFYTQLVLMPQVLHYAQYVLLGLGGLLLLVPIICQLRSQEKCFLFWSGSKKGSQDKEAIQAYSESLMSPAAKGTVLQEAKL
Arrestin-AP2 inh: inhibitors of human beta-arrestin and AP2 interaction | FITC-arrestin peptide / GST-AP2 beads, flow cytometry; AP2 beta2 appendage carries R879A mutation | inhibition, % at 10 µM | 0.31% of 340,000 active | AID 504490;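 active = inhibition above a set limit, near 3 SD of compounds lacking own fluorescence, cut at about 54% in these data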;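 also: plate controls were DMSO wells for no effect and 5 µM unlabelled arrestin peptide for full effect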
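System: GST-AP2 R879A glutathione beads. Medium: PBS with 0.05% Tween 20 and 0.1% BSA. Also added: FITC-arrestin peptide, 50 nM. Incubation: 12 min plus 1 h, RT. Measured by: high-throughput flow cytometry of beads, ex 488, em 535 nm. Evaluation: percent drop in bead-associated FITC signal.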
RTF Ca sens inh: cardiac RTF calcium desensitization; P19429+P45379; inhibition, % at 7.15 µM; 0.12% of 340,000 active; AID 493244; IANBD-labeled cardiac RTF, Ca2+ fluorescence;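 active = inhibition above the mean inhibition of all tested compounds plus 3 SD, cut at about 17% in these data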;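 also: assay run at fixed EC70 calcium of 1.6 mM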
An asterisk follows results filed as active; ? = inconclusive; / = no result given.

SMILES	LANA DNA inh	NSD2 HMT inh	DAGLB inh	PKA-R2B act	Keap1 Nrf2 FP	SR-BI uptake up	PvdQ acylase	SR-BI DiI inh	Arrestin-AP2 inh	RTF Ca sens inh
COC(=O)[C@@H]1CCCN1Cc1nc(Cc2ccccc2F)no1	0.9	5	1	8	-1	16	-15	-16	-7	5
COc1ccc(OC)c(CCNC(=O)Cn2ccc3cc(S(=O)(=O)N4CCCC4)ccc32)c1	-0.2	3	-1	5	-2	10	-2	-10	18	-6
O=C(CCCCCn1c(=S)[nH]c2cc3c(cc2c1=O)OCO3)N1CCN(C(=O)c2ccco2)CC1	0.3	-1	1	-1	-1	-5	3	5	10	1
N#Cc1cc(O)c(-n2nnc3ccccc32)cc1C#N	0.8	-6	0	0	-5	9	-13	-9	-11	-21
COc1ccc2nc(NC(=O)CN3CCOCC3)sc2c1	1.1	4	-1	-13	0	11	0	-11	-1	7
O=C(Cc1ccc([N+](=O)[O-])cc1)N1CCN=C1SCc1ccccc1	2.7	-1	-4	-6	-2	11	5	-11	-10	13
C(=N\Nc1nc2ccccc2[nH]1)/c1c[nH]c2ccccc12	0.6	3	4	-6	1	-43	1	43	2	2
Cn1cnnc1SCC(=O)n1c2ccccc2c2ccccc21	-1.3	1	-1	-3	-7	21	-13	-21	-6	-8
Cc1ccc(NC(=O)Cc2nnc(N)s2)cc1	-0.9	-1	/	/	-2	14	-8	-14	-6	/
COC1(OC)C(/C=C/c2ccc(C)cc2)C(C#N)(C#N)C1(OC)OC (centres undefined)	0.0	/	-3	-2	0	37	4	-37	10	1
C[C@@H]1CN([C@H](C)CO)C(=O)c2cc(NC(=O)Nc3ccc4c(c3)OCO4)ccc2O[C@H]1CN(C)Cc1ccncc1	-2.0	/	0	1	-1	-29	-1	29	19	1
CCOC(=O)C1CCCN(C(=O)c2ccc3nc(-c4ccc(OC)c(OC)c4)c(-c4ccc(OC)c(OC)c4)nc3c2)C1 (centres undefined)	3.9	-25	-2	1	3	-2	-2	2	9	-11
O=C1Oc2ccccc2C(=O)/C1=C/c1ccccc1O	-0.3	4	3	-2	0	2	-7	-2	-4	2
C/C(CCc1ccco1)=N\NC(=O)CNc1cccc2ccccc12	0.8	5	5	-15	0	-3	-7	3	17	-9
CC1=NN(C(=O)c2ccc(Cn3cc(Br)c([N+](=O)[O-])n3)o2)C(O)(C(F)(F)F)C1 (centres undefined)	-0.4	1	-3	-10	-4	-7	-2	7	-2	-1
O=S(=O)(c1ccc(F)c2ccccc12)N1CCCCC1	0.2	-8	-11	-2	1	11	14	-11	23	1
Cc1[nH]c2ccc(C(=O)NCCCN3CCN(C)CC3)cc2c1C	-2.4	8	1	3	-2	-4	-16	4	-6	0
COc1ccc(-c2ccc(CCC(=O)O)o2)cc1	1.2	3	2	2	-14	14	10	-14	40	-7
CCC1CN(C(=O)N2CCC(C(=O)Nc3ccccc3OC)CC2)c2ccccc2O1 (centres undefined)	1.2	-3	0	3	-1	-47	-9	47	3	10
Cc1c(C)n(Cc2ccccc2)c2ncnc(Cl)c12	13	/	-5	-1	1	-1	-4	1	-4	-1

Three structures from above, ordered by molar mass, lowest first.
SMILES	LANA DNA inh	NSD2 HMT inh	DAGLB inh	PKA-R2B act	Keap1 Nrf2 FP	SR-BI uptake up	PvdQ acylase	SR-BI DiI inh	Arrestin-AP2 inh	RTF Ca sens inh
O=C1Oc2ccccc2C(=O)/C1=C/c1ccccc1O	-0.3	4	3	-2	0	2	-7	-2	-4	2
CCC1CN(C(=O)N2CCC(C(=O)Nc3ccccc3OC)CC2)c2ccccc2O1 (centres undefined)	1.2	-3	0	3	-1	-47	-9	47	3	10
C[C@@H]1CN([C@H](C)CO)C(=O)c2cc(NC(=O)Nc3ccc4c(c3)OCO4)ccc2O[C@H]1CN(C)Cc1ccncc1	-2.0	/	0	1	-1	-29	-1	29	19	1

(cont.)
SMILES	LANA DNA inh	NSD2 HMT inh	DAGLB inh	PKA-R2B act	Keap1 Nrf2 FP	SR-BI uptake up	PvdQ acylase	SR-BI DiI inh	Arrestin-AP2 inh	RTF Ca sens inh
Cc1cc(C)nc(SCC(=O)Nc2ccc(Br)cn2)n1	0.6	9	-2	-15	-10	-40	-12	40	-4	-7
C=CC[n+]1c(-c2ccccc2)csc1NC(C)(C)C	-1.3	6	-4	9	-1	12	-8	-12	21	-3
COc1ccc(C)cc1NC(=O)NCc1ccc(F)cc1	-0.4	-2	-3	-3	1	12	-2	-12	27	-1
O=C(Cn1nnc2ccccc21)NNC(=O)c1ccccc1	-0.3	-3	-1	-5	2	10	-2	-10	-10	-3
CN1CCN(C(=O)/C(=C/c2cn(S(=O)(=O)N(C)C)c3ccccc23)NC(=O)c2ccccc2Cl)CC1	1.5	4	2	10	-4	-1	-6	1	3	-9
CCOC(=O)CN1C(c2ccc(O)cc2)Nc2ccc(Br)cc2C1c1ccccc1 (centres undefined)	-0.4	0	-8	-4	-3	8	10	-8	16	12
COc1cc2c(cc1NC(=O)CSc1nnnn1-c1ccccc1)oc1ccccc12	-1.4	3	-3	1	-3	-53	-17	53	0	-7
Cc1ccc(S(=O)(=O)CCC(=O)OCC(=O)N(C)Cc2ccccc2)cc1	0.9	-2	3	1	-7	32	-10	-32	-4	-36
CCc1ccc(C(=O)CN2C(=O)C(C)N(c3ccc(C)cc3)C2=O)cc1 (centres undefined)	1.1	-3	-6	-3	1	8	16	-8	4	8
CC(C)[C@H](NC(=O)[C@@H]1Cc2c([nH]c3ccccc23)C2c3ccccc3C(=O)N21)C(=O)N1CCC[C@@H]1C(=O)O (some centres undefined)	1.3	/	1	-14	-4	5	5	-5	14	-5
CCOc1ccc(CCNC(=O)Cn2nc(C)c3c(C)n(-c4ccccc4)nc3c2=O)cc1OCC	1.2	-2	-2	-3	-5	-15	-17	15	-13	2
CC(C)N1CSC(=S)N(Cc2ccccc2)C1	-2.6	-1	-2	-8	?	29	-1	-29	-16	-6
Cc1ccc(N2C(=O)C3C4CC(=O)C(c5ccccc54)C3C2=O)cc1C (centres undefined)	-1.7	-3	-2	-14	-6	-7	-7	7	-1	-19
CC(C)(C)NC(=O)C1Cc2ccccc2CN1C(=O)Nc1ccccc1Cl (centres undefined)	0.6	1	0	-13	-2	-15	-5	15	83*	-3
COc1ccc(C(=O)OCC(=O)NCCN2C(=O)CSC2=O)cc1[N+](=O)[O-]	-1.7	-1	0	-15	-1	0	1	0	8	0
CCOc1cc(N2CCOCC2)c(OCC)cc1NC(=O)c1ccc(S(=O)(=O)N2CC(C)OC(C)C2)cc1 (centres undefined)	-3.6	6	-6	-7	0	-11	4	11	29	-7
Cc1ccc(-c2nc(C)sc2CC(=O)Nc2cccc(C)c2C)cc1	1.1	-1	-3	-1	0	-38	-9	38	-7	-5
Cc1nn(C)cc1/C=C(/C#N)C(N)=O	-0.4	-3	-1	0	-2	16	-8	-16	-1	-13
Cc1ccc(C)c(S(=O)(=O)N2CCCC2CNC(=O)C(=O)NCCc2ccccc2)c1 (centres undefined)	3.5	-1	1	-6	5	-18	-6	18	-2	-7
COc1cc2nc(Cl)nc(N3CCOCC3)c2cc1OC	-0.3	1	1	-11	-2	-4	5	4	-14	-3
CCCCCc1nnc(NC(=O)c2ccc(=O)n(C)n2)s1	-2.1	0	3	0	-3	16	-12	-16	-1	-3
CC[C@]12c3[nH]c4ccc(Cl)cc4c3CCN1C(=O)[C@@H](CC(=O)NCc1ccc(OC)c(OC)c1)C[C@@H]2C(=O)N1CCN(C(=O)C2CC2)CC1	-1.5	/	2	3	-1	-63	-8	63	14	-7
CC(C)(C)c1oc(C(=O)O)cc1CN1CCOCC1	-0.3	3	1	-11	0	/	-3	/	10	-12
Cc1cc(/C=C2\Cc3ccccc3C2=O)c(C)n1-c1ccccc1	0.2	-5	-3	-5	0	2	?	-2	25	-7
Cc1cc(NC(=O)CSc2nc3c(C)cccc3cc2C#N)no1	4.6	11	-2	-2	0	20	3	-20	24	8
Nc1cc(=O)[nH]c(SCC(=O)Nc2ccc(Br)cc2)n1	-0.1	-3	0	4	-3	-2	-10	2	1	-11
COc1ccc(C)c2sc(N(CCN(C)C)C(=O)c3cccc(N4C(=O)CCC4=O)c3)nc12	-1.3	9	0	-13	5	-11	-6	11	-8	-13
CCCCCCSc1cc(-c2nc3cnccn3c2NCc2ccccc2)ccc1OC	2.2	/	-5	-6	-8	-39	-13	39	/	7
c1ccc2oc(Cc3ccc(Cc4nc5ccccc5o4)cc3)nc2c1	-2.3	0	-1	5	-5	2	-16	-2	4	-11
CCOC(=O)c1c(C)[nH]c(C(=O)COC(=O)COc2ccccc2C)c1C	0.0	0	-6	5	2	-17	24	17	44	1
Cn1c(-c2cccc(F)c2)nc2c1c(=O)[nH]c(=O)n2Cc1ccccc1	-0.2	-1	3	0	-3	/	-11	/	0	2
CCCn1c(N)c(N(CCOC)C(=O)c2cc(C)cc(C)c2)c(=O)[nH]c1=O	0.7	-1	2	-3	2	21	-10	-21	3	-14
COc1ccc(C(=O)COC(=O)CCNS(=O)(=O)c2ccccc2)c(OC)c1	4.2	2	-1	1	1	-17	-11	17	-5	-1
Cc1ccc(NC(=O)CSc2nnc(C3CC3)n2N)cc1S(=O)(=O)N1CCOCC1	0.5	-3	0	-9	-1	28	-16	-28	26	-3
O=C(Cc1ccc(Cl)cc1)NNC(=S)NC(=O)c1cccnc1	-0.4	5	0	0	-3	33	9	-33	0	-2
O=C(CN1CCOCC1)N1CCc2ccccc2C(c2ccccc2)C1 (centres undefined)	2.0	/	0	4	1	8	-5	-8	/	7
CN(C(=O)Cc1noc2ccccc12)c1ccccc1	1.7	-2	0	3	2	12	-13	-12	5	-13
CC(C(O)c1cc(=O)c(OCc2ccccc2)co1)[N+](=O)[O-] (centres undefined)	0.0	-6	-1	-3	1	12	-2	-12	36	3
CCOC(=O)N1CCN(Cc2nc3c(c(=O)n(C)c(=O)n3C)n2Cc2ccc(F)cc2)CC1	-1.3	/	-1	19*	-6	3	-16	-3	3	-8
CCc1nc(N2CCN(C(=O)c3ccco3)CC2)c2c3c(sc2n1)CCCC3	0.8	2	-2	-6	0	-36	3	36	1	-5
COC(=O)c1sccc1NC(=O)Cc1ccc(Br)cc1	4.2	-6	-5	6	-3	-8	-6	8	1	-7
c1csc(-n2nc3ccccc3n2)c1	1.3	-2	-1	-14	0	-50	-19	50	-7	-4
O=c1cc(O)c2sc(Nc3cccc(C(F)(F)F)c3)nc2[nH]1	0.6	1	16	3	-3	-5	16	5	/	5
Cc1occc1-c1nnc(SCC(=O)N2CCOCC2)n1CC(C)C	0.8	1	-1	-8	-3	6	-13	-6	-1	0

Compound activity (PubChem)
